LANA DNA inh: blocks KSHV LANA C-terminal domain binding to DNA; MBP-C-LANA/FAM-LBS DNA binding, fluorescence polarization; inhibition, % at 9 µM; 340,000 compounds, 0.078% hits; AID 504423;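 active means highest replicate inhibition at or above 60% at 9 µM, even if other replicates fall short; inactive means all replicates below 60% inhibition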;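 further: 0% = neutral control wells and 100% = 4 µM acridine orange control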
Keap1 Nrf2 FP: inhibitors of human Keap1-Nrf2 protein-protein interaction. inhibition, % at 9.4 µM. Keap1 Kelch-Nrf2 peptide fluorescence polarization, 1536-well. Q14145. 340,000 compounds, 0.15% hits; in the data active means inhibition above about 12%;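 further: human Keap1 Kelch domain with fluorescein labeled Nrf2 9mer peptide probe; 0% = neutral control wells and 100% = peptide positive control; higher means more block of Keap1 binding to Nrf2 peptide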
CAL PDZ FP-1: blocks peptide binding to human CAL PDZ domain; Q9HD26; purified CAL PDZ, TMR-peptide fluorescence polarization, 1 h; inhibition, % at 20 µM; 330,000 compounds, 0.02% hits; AID 504414;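 active means highest replicate inhibition of at least 40%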;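 further: plate controls were DMSO neutral control wells for no effect and unlabeled competitor peptide control wells for full effect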
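Material – purified CerCALP PDZ construct · Detection – FP readout, S and P plane fluorescence · Measure – percent inhibition from loss of millipolarization · Controls – unlabelled peptide for full inhibition, DMSO wells as neutral · Probe or stimulus – TMR-labelled reporter peptide T*-PRC34 bound in PDZ groove · Times – 1 h at RT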
RTF Ca sens inh: cardiac RTF calcium desensitization; P19429+P45379; IANBD-labeled cardiac RTF, Ca2+ fluorescence; inhibition, % at 7.15 µM; 340,000 compounds, 0.12% hits; AID 493244;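 active means inhibition above the mean inhibition of all tested compounds plus 3 SD, cut at about 17% in these data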;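 further: assay run at fixed EC70 calcium of 1.6 mM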
CAL PDZ FP-2: blocks peptide binding to the human CAL PDZ domain | Q9HD26 | purified CAL PDZ, TMR-peptide fluorescence polarization, 1 h | inhibition, % at 24.9 µM | 300,000 compounds, 0.92% hits | AID 602252;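 active means mean inhibition of at least 30% with at least half of replicates also reaching 30%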;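 further: 0% = DMSO neutral control and 100% = excess unlabeled competitor peptide PRC23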
Arrestin-AP2 inh: blocks beta-arrestin peptide binding to AP2 adaptin. FITC-arrestin peptide / GST-AP2 beads, flow cytometry; AP2 beta2 appendage carries R879A mutation. inhibition, % at 10 µM. 340,000 compounds, 0.31% hits;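 active means inhibition above a set limit, near 3 SD of compounds lacking own fluorescence, cut at about 54% in these data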;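 further: plate controls were DMSO wells for no effect and 5 µM unlabelled arrestin peptide for full effect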
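Measured by: flow cytometry, FL1 (488/535 nm); Material: AP2 appendage R879A on GSH beads; Evaluation: percent response; Timing: pre-incubation 12 min, peptide binding 1 h, room temperature; Also added: 50 nM FITC-arrestin peptide; Medium: PBS with 0.05% Tween 20 and 0.1% BSA.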
Pemphigus Ab inh: human desmoglein-3 autoantibody binding inhibition | binding (percent of control), % at 10 µM | DSG3-coupled beads, scFv-anti-DSG3-GFP binding, flow cytometry; stronger effect = lower value | 310,000 compounds, 0.48% hits | AID 588358 | P32926;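 active means binding more than 3 SD below its plate's average and above zero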;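 further: hits lower antibody fragment binding to DSG3; some compounds called inactive have numbers as strong as hits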
DAGLB inhibitor: blocks human DAGLB lipase activity. inhibition, % at 5.17 µM. 340,000 compounds, 0.059% hits. AID 504411. Q8NCG7. HEK293T DAGLB membrane lysate, EnzChek fluorogenic substrate; in the data active means inhibition above about 34%;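 further: 0% = enzyme with vehicle and 100% = wells lacking enzyme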
NSD2 inh: blocks human histone methyltransferase NSD2. 310,000 compounds, 0.54% hits. NSD2 peptide methylation, AlphaScreen, 120 min. inhibition, % at 12.5 µM. AID 743445. O96028; in the data active means inhibition above about 50%
Target sequence (O96028 whole entry, looked up): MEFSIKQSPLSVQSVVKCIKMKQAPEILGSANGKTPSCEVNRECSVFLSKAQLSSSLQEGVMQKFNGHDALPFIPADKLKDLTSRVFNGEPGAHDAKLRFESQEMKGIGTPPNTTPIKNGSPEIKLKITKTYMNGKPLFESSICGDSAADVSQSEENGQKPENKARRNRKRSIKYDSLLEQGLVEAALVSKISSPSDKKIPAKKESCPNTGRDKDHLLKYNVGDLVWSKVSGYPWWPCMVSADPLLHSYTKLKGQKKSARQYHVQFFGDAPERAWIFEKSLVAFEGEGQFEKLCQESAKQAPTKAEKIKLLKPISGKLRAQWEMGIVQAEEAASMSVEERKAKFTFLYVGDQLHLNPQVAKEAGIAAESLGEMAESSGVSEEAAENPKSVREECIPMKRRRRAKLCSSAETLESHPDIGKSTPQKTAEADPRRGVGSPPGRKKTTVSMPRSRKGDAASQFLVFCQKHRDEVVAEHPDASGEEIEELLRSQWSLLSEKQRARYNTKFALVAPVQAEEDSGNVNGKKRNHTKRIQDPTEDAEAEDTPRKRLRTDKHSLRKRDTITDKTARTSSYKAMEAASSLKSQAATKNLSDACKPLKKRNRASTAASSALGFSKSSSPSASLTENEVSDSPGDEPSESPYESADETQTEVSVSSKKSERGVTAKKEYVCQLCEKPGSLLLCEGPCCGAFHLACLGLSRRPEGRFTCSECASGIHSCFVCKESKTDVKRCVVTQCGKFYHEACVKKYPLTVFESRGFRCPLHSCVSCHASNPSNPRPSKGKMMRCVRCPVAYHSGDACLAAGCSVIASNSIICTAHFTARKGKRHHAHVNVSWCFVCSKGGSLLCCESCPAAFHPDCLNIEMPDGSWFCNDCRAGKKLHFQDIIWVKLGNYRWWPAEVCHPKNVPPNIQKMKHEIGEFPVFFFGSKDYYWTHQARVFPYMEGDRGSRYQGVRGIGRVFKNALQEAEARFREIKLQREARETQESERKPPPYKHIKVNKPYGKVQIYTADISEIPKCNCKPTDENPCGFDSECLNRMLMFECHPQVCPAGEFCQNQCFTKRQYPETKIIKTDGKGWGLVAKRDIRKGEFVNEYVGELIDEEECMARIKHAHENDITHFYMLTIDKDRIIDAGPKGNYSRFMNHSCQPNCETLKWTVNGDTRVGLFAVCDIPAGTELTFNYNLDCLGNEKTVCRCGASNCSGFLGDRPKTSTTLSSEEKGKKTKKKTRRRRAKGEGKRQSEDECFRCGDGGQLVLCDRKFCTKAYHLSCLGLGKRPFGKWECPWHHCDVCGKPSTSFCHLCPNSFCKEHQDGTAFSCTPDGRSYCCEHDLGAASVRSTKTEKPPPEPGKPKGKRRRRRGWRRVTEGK
V-ATPase pH: yeast V-ATPase proton transport regulation by pHLuorin. S. cerevisiae, pHLuorin cytosolic pH fluorescence. response, % at 10 µM. 350,000 compounds, 0.37% hits. AID 504577; in the data active means response mostly above about 7.3%, no sharp cut-off; inactive means mostly below about 5.4%; further: actives read high; inactives centre near 0; some compounds called inactive have numbers as strong as hits
* hit, by the source's call; x = not tested or not shown; & = joins results of further samples. Only part of the results is shown. The share of hits here may be higher or lower than overall.

SMILES	LANA DNA inh	Keap1 Nrf2 FP	CAL PDZ FP-1	RTF Ca sens inh	CAL PDZ FP-2	Arrestin-AP2 inh	Pemphigus Ab inh	DAGLB inhibitor	NSD2 inh	V-ATPase pH
COc1cc(NC(=S)Nc2ccccn2)cc(OC)c1OC	0.0	2	-1.0	12	0	4	107	-1	2	0
COc1ccc(S(=O)(=O)N2CCOC2CNC(=O)C(=O)NCc2ccccn2)cc1OC (stereo not given)	x	x	x	x	x	x	105	2	-5	-1
CC(C)c1ccc(/C=N/NC(=O)CCNC(=O)c2ccccc2)cc1	-1.6	4	-1.5	-15	0	-5	97	-1	-3	-4
O=C(OCc1nc2ccccc2s1)c1ccco1	0.3	-3	-2.4	-5	-3	-9	119	-2	-2	0
CCC(=O)N1CCc2cc(S(=O)(=O)CCC(=O)Nc3ccc(C)c(F)c3)ccc21	-0.9	2	x	3	-4	29	93	1	3	-4
O=C(Oc1ccc(=O)n(-c2ccccc2)n1)c1ccccc1	0.2	-24	-2.4	3	10	6	x	-3	1	1
CCCCN1C(=O)N(c2ccc(Cl)cc2)C(C)(O)CC1(C)C (stereo not given)	-0.1	2	-0.1	0	5	33	92	-7	-5	-3
CC(=O)c1nc(N2C(=O)CC(Cc3cc(C)cc(C)c3)C2=O)sc1C (stereo not given)	1.3	-1	-0.6	-5	-7	-10	98	2	x	0
CC(NC(=O)CCc1nnc(Cc2cccc(C(F)(F)F)c2)o1)C1CC1 (stereo not given)	2.9	-3	0.4	-2	-1	-14	107	1	-8	-5
O=C(/C=C/c1cc([N+](=O)[O-])ccc1OC(F)F)Nc1cccc([N+](=O)[O-])c1	-0.8	3	-3.0	-4	-5	2	90	1	-1	-2
CC(C)c1ccc(N(CC(=O)NC2CCCCC2)C(=O)CCC(=O)Nc2ccccn2)cc1	0.6	-1	-1.9	-20	-2	16	62*	1	-8	-1
CC(C)C(c1nnnn1Cc1cccs1)N1CCN(c2ccccc2)CC1 (stereo not given)	-1.6	-1	-0.7	8	-2	1	x	-1	-3	-2
CN1C(=O)CCC1(O)c1ccccc1 (stereo not given)	0.1	-2	-1.3	-2	1	8	89	2	-5	-4
O=C(O)c1ccccc1OCc1ccccc1Cl	-1.1	0	-0.4	-14	-1	-7	90	-1	-2	5
O=C(NC1CCCCC1)c1csnn1	-1.1	-2	-0.3	-5	-1	-6	96	-2	-4	5
CCCCOC(=O)c1ccc(S(N)(=O)=O)o1	-1.7	-1	-0.2	-7	-2	2	99	0	-2	2
C/C(=N\O)C(C)(C)Nc1cccc(F)c1	1.6	-2	-0.9	0	-15	7	x	-1	-2	2
O=C(NCc1ccccn1)c1ccc(COc2ccc(Cl)cc2)o1	-0.6	-1	-1.5	-2	-2	8	94	2	-2	-6
CCCNC(=O)c1ccc2c(=O)n3c(-c4ccc(C)cc4)csc3nc2c1	0.1	-1	-1.1	1	-2	16	106	-3	x	0
COCC(C)NC(=O)CCSc1nc(-c2ccc(OC)cc2)cc(C(F)(F)F)n1 (stereo not given)	0.9	-5	-2.2	-1	-1	-8	74	-2	-2	3
CC(=O)N1CCN(C(=O)c2ccc(S(=O)(=O)Nc3ccccc3Cl)cc2)CC1	-0.2	-1	-0.3	-8	2	18	108	-1	-3	5
NC(Cc1c[nH]c2ccccc12)C(=O)NCc1ccccc1 (stereo not given)	-0.1	1	-0.2	-2	1	0	98	1	0	-5
NNc1nc2c(Cl)ccc(Cl)c2s1	-0.3	1	-1.7	1	-5	9	97	-2	0	0
Cc1cc(C)cc(N2CC(C)Cn3c2nc2c3c(=O)[nH]c(=O)n2C)c1 (stereo not given)	0.9	-4	-0.5	-4	-1	-8	100	3	1	0
CCC(=O)Nc1ccccc1-c1nnn(CC(=O)N2c3ccccc3CC2C)n1 (stereo not given)	0.2	0	-3.1	-2	-3	7	106	-2	-1	-1
Cc1ccc(C(=O)N/N=C/c2nc3ccccc3n2C)cc1	0.8	5	-0.5	2	-3	-4	98	0	-1	-2
O=C1OC(Oc2ccccc2)(c2ccccc2)c2ccccc21 (stereo not given)	-1.2	-1	4.0	-2	0	6	97	-6	-9	-5
O=C(Cn1cc(C(=O)C2CCCCC2)c2ccccc21)NCC1CCCO1 (stereo not given)	0.7	0	0.3	-3	5	13	108	0	x	1
COc1cc(-c2nnc(SCC(=O)NC3CCS(=O)(=O)C3)o2)cc(OC)c1OC (stereo not given)	-0.7	-1	1.0	0	-2	-6	105	3	0	-2
Cc1ccc(-c2nnc(NCc3ccccc3)c3ccccc23)cc1	-1.2	-2	-0.5	6	x	-6	99	-7	-1	7
CCOP(=O)(OCC)c1nc(Cc2ccccc2)oc1NCc1ccccc1	-2.0	-12	-0.1	-6	-2	33	112	-2	-1	-2
C=COCCNC(=S)N1CCOCCOCCN(C(=S)NCCOC=C)CCOCC1	0.5	1	-0.5	-2	-3	28	110	1	-1	-2
Cc1ccc(C(C)C)cc1NC(=O)Nc1ccc([N+](=O)[O-])cc1	-0.3	-7	-0.9	-1	3	-14	93	-8	3	-5
Cc1ccc(SCC(=O)Nc2cccnc2)cc1	1.1	0	-0.9	-10	-1	-14	99	-2	-3	3
CCOC(=O)c1c(S(=O)(=O)NCC(=O)Nc2ccc(F)cc2F)c(C)n(C)c1C	0.8	-3	-1.2	1	1	4	107	-4	7	4
CC(NC(=O)C1CCCN1S(=O)(=O)c1ccccc1)c1ccccc1 (stereo not given)	-1.1	-4	1.2	-3	-3	7	93	-2	-2	-2
CCOc1[nH]n(-c2ccccc2)c(=O)c1C=Nc1ccccc1	-0.4	0	-3.2	-6	-1	-1	87	-3	3	0
Cc1nc(-c2nc(-c3c(C(=O)NNC(=O)Nc4cccc(Cl)c4)noc3C)cs2)cs1	1.1	-2	-2.0	x	x	41	85	x	1	-2
CC(=O)N1CCN(C(=O)CNC(=O)c2ccc(Br)o2)CC1	-0.6	2	0.5	-10	-2	-7	98	-4	-2	-3
CCOc1c(Br)cc(CNc2ccc(N3CCN(C(C)=O)CC3)cc2)cc1OC	1.8	-4	-1.1	-19	5	17	105	3	19	5
COc1ccc(NC(=O)CSCC(=O)N(C)CC(=O)Nc2cccc3ccccc23)cc1	-0.5	-2	-1.7	-19	-1	-2	103	1	-1	0
O=C(N/N=C/c1cccnc1)c1cccc(S(=O)(=O)Nc2cccc(Cl)c2)c1	0.2	-5	1.7	-2	0	15	x	-1	2	-1
COc1ccc(CCNC(=O)c2ccc(OCC(=O)N3CCOCC3)c(OC)c2)cc1	1.6	-4	-3.0	-1	-6	-24	97	2	0	0
CCC(COC)NC(=O)CCc1nnc(Cc2cccc(C(F)(F)F)c2)o1 (stereo not given)	-1.0	-1	0.6	2	-4	-2	82	0	-116	-1
O=C1C2=C(SCCS2)C(=O)N1CCCO	0.0	9	-1.2	-13	x	2	103	1	6	-3
COc1ccccc1NC(=O)CCn1c(=O)c2cccn2c2ccccc21	1.9	-2	-1.2	-3	-1	3	112	-6	-7	4
NS(=O)(=O)c1ccc(NC(=O)COC(=O)c2ccc(Cl)cc2[N+](=O)[O-])cc1	-0.6	3	-0.7	-2	2	36	99	0	0	-1
COc1ccc(N=C2S/C(=C\c3cc(C)n(C)c3C)C(=O)N2CC(C)C)cc1	-2.4	-5	-0.6	-15	-3	-16	98	-3	3	-1
CC1(C)N=C(N)N=C(N)N1CCCCc1ccccc1	-0.2	5	-0.2	-1	3	-5	86	1	-4	-49
Cc1ccc(S(=O)(=O)Nc2ccc3nc(C)oc3c2)cc1	0.8	-4	-0.5	2	-5	7	95	-1	-1	0
Cc1ccc(CCNC(=O)Cn2ncc3c([nH]c4ccccc43)c2=O)cc1	-1.3	-4	-1.6	0	-4	8	100	-1	x	1
COc1cccc(CNC(=O)COC(=O)/C=C/c2ccc(SC)cc2)c1	0.6	-5	-0.9	-1	-3	-5	x	-7	2	-1
NCCc1c(C(=O)O)[nH]c2ccc([N+](=O)[O-])cc12	-0.6	3	-1.3	-5	-6	-10	97	2	0	-1
NC(N)=NC(=O)c1nc(Cl)c(N)nc1N	-0.6&-1.7&1.8	-7&0&1	0.0&-0.7&-0.6	10&0&-5	-7&-2&-3	-3&20&-3	110&100&100	0&-1&2	x	3&1&3
COc1ccc(C(=S)N2CCN(S(=O)(=O)c3ccccc3)CC2)cc1	-1.5	-3	-2.4	-12	-2	-1	97	-2	0	4
NC(=O)C1CCN(C(=O)CN2CCc3ccccc32)CC1	-0.5	-8	0.0	-8	-2	15	x	-3	2	-4

The list goes on.
SMILES	LANA DNA inh	Keap1 Nrf2 FP	CAL PDZ FP-1	RTF Ca sens inh	CAL PDZ FP-2	Arrestin-AP2 inh	Pemphigus Ab inh	DAGLB inhibitor	NSD2 inh	V-ATPase pH
CC(C)Sc1nnc(SCC(=O)N(C)C2CCS(=O)(=O)C2)s1 (stereo not given)	0.1	0	-1.1	-12	-7	7	x	2	-2	1
CSc1ccc(/C=N/NC(=O)c2ccc(C)c(C)c2)cc1	-0.5	-5	-0.4	-1	0	-6	96	0	6	-1
O=C(O)c1ccc(Cn2cc(Cl)cn2)cc1	1.9	0	-0.8	1	1	1	87	-1	-2	0
CC(OC(=O)C1=COCCO1)C(=O)Nc1ncc(Cl)cc1Cl (stereo not given)	-1.1	1	-1.8	1	0	36	107	1	0	8
CC1CCC2(CC1)NC(=O)N(CC(=O)Nc1ccc(C(N)=O)cc1)C2=O (stereo not given)	-0.3	-3	-0.6	-2	7	17	105	-1	0	1
CC(SCc1ccccc1)C(=O)N/N=C/c1cccs1 (stereo not given)	0.2	0	-0.9	6	-2	3	104	2	0	1
Cc1cc(Cl)ccc1NC(=S)N1CCN(Cc2ccccc2)CC1	-0.2	3	-0.8	-7	-4	-2	96	0	4	0
COCCn1c(SCC(=O)Nc2nc3ccccc3s2)nnc1-c1ccoc1C	-2.5	-1	-7.5	-5	x	-5	107	-2	5	2
COc1ccc(OCc2nnc(SCC(=O)Nc3oc(C)c4c(C)n[nH]c(=O)c34)n2C)cc1	x	x	x	x	x	x	97	0	-8	0
